GRP78 ERSR act = qHTS for Inducers of the Endoplasmic Reticulum Stress Response (ERSR) in Human Glioma: qHTS | AID 602332, 2012 | U87-MG GRP78 promoter luciferase reporter, 16 h | actives 0.02% (n = 420,000) | Potency, µM, inactives show at the highest dose activation, usual class: activators; further: potency means the concentration at half of the fitted maximal effect; series mostly up to about 76 µM; % of control where 0% means no effect; nearly all actives have a fitted effect of over 35% in size
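ERSR induction read as luciferase luminescence (Bright-Glo, 10 min at room temperature) in stably transfected human U87-MG glioma cells exposed to compounds for 16 h, using GRP78 as sensor.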
D1 PAM = Potentiators of Human D1 Dopamine Receptor: qHTS; AID 504651, 2011; actives 0.036% (n = 360,000); potentiation, % at 10 µM; HEK293 TREx D1 cells, calcium flux, dopamine EC20 potentiation; in the data active means potentiation above about 30%; further: 0% is about no effect
Target sequence (P21728 whole entry, looked up): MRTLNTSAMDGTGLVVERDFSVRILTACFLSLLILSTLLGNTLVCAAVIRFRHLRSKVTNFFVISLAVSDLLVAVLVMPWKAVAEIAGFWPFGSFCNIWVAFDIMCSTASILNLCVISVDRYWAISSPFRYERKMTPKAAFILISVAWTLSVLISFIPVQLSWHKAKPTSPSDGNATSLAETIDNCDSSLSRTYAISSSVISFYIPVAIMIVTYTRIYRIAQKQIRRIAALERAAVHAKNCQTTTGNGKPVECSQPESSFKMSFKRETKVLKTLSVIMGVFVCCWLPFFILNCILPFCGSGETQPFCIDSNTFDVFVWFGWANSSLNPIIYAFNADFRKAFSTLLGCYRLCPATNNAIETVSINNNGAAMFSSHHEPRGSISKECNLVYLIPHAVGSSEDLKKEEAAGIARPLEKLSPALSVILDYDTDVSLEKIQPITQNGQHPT
RXFP1 ag = qHTS Assay for Agonists of the Relaxin Receptor RXFP1; Relaxin receptor 1 (Homo sapiens), Q9HBX9; HEK293T-RXFP1 cAMP TR-FRET, 30 min; response scale: percent of porcine relaxin response, buffer zero; Potency, µM (titrated, usually from 57.5 µM), without a hit: top-dose activation, most hits filed as activators; actives 0.3% (n = 370,000); AID 2676, 2010; further: potency means the concentration at half of the fitted maximal effect; on the % scale 0 is the no-effect control and ±100 the full control effect; nearly all actives have a fitted effect of over 60% in size; many of its hits are not listed in these tables
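Agonist response is measured as cAMP accumulation in an RXFP1-transfected HEK293T line under PDE4 inhibition. Values are scaled between buffer-only and 29 nM porcine relaxin, and EC50s come from standard Hill equation fits.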
D1 agonist = Allosteric Agonists of the Human D1 Dopamine Receptor: qHTS; D(1A) dopamine receptor (Homo sapiens), P21728; HEK293 T-REx D1 cells, calcium flux, agonist mode; activation, % at 2 µM; actives 1% (n = 360,000); AID 504660, 2011; in the data active means activation above about 30%; further: 0% is about no effect
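Inducible HEK293 T-REx D1 cells, force-coupled to calcium signalling, were plated at 4000 cells/well with tetracycline and held overnight at 30 C. After no-wash calcium dye loading, compound-evoked calcium rise over 180 s flagged agonists.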
D2 PAM = HTS Assay for Positive Allosteric Modulators of the Human D2 Dopamine Receptor: Primary Screen for Potentiators; potentiation, % at 10 µM; HEK293 T-REx D2, calcium flux, EC20 dopamine potentiation; actives 0.34% (n = 340,000); AID 485347, 2010; D(2) dopamine receptor (Homo sapiens), P14416;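 active means potentiation over 3 SD above the plate norm, cut at about 30% in these data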; further: 0% is about no effect
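Cells plated with tetracycline inducer and held overnight at 30 C; calcium dye loaded 30–90 min at room temperature; baseline taken, compound added and read 180 s; EC20 dopamine then added and read 180 s.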
D1 antag = Antagonist of Human D 1 Dopamine Receptor: qHTS; AID 504652, 2011; actives 3.2% (n = 360,000); activity change, negative = inhibition, % at 10 µM; HEK293 TREx D1 cells, calcium flux, dopamine EC80; active compounds read low; in the data active means activity change below about -30%; further: on the % scale 0 is the no-effect control and ±100 the full control effect
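Compound effects on dopamine-evoked calcium signalling were measured in tetracycline-induced HEK293 Trex D1 cells. Dopamine at EC80 followed a 180 s compound pre-read, and fluorescence was tracked kinetically for 180 s more.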
Vif-APOBEC3F blk = qHTS for Inhibitors of Vif-A3F Interactions: qHTS | actives 0.2% (n = 390,000) | HeLa A3F-eYFP + Vif (tagged APOBEC3F with the HIV-1 protein that degrades it), YFP fluorescence increase | Potency, µM (top dose mostly 46.1 µM), for the others: at the highest dose activity, negative = active | AID 602313, 2012; further: potency means the concentration at half of the fitted maximal effect; % of control where 0% means no effect; nearly all actives have a fitted effect of over 65% in size
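Fluorescence increase (Ex 488/Em 500-530) after overnight compound treatment at 37 deg C flags inhibition of Vif-driven A3F-eYFP loss in stable HeLa A3F-eYFP/Vif cells seeded overnight beforehand.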
Vif-A3G inh = qHTS for Inhibitors of Vif-A3G Interactions: qHTS | Potency, µM (doses to about 46.1 µM), inactives show at the top dose activity, negative = active, actives largely listed as inhibitors | actives 0.076% (n = 410,000) | AID 602310, 2012 | DNA dC->dU-editing enzyme APOBEC-3G (Homo sapiens), Q9HC16 | HeLa A3G-eYFP + Vif (tagged APOBEC3G with the HIV-1 protein that degrades it), YFP fluorescence, overnight;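 further: potency means the concentration at half of the fitted maximal effect; on the % scale 0 is the no-effect control and ±100 the full control effect; nearly all actives have a fitted effect of over 60% in size; hits raise eYFP signal because A3G escapes Vif-driven loss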
Target sequence (Q9HC16 whole entry, looked up): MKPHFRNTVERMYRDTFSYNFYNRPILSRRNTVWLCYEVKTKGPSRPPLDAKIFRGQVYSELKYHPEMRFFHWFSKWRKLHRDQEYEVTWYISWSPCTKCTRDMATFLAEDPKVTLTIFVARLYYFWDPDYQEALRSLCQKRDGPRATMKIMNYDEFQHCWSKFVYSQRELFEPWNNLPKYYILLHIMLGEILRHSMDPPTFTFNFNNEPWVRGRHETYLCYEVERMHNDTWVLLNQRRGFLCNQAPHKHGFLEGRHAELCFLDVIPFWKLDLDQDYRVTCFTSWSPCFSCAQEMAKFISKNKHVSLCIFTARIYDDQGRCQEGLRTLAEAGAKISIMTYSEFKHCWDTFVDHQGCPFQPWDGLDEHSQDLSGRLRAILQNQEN
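HeLa cells stably expressing Vif and C-terminally eYFP-tagged A3G, seeded overnight at 37 deg C, then exposed to compound by pintool overnight at 37 deg C. Rise in yellow fluorescence (Ex 488/Em 500-530, Acumen) marks blocked Vif-driven A3G degradation.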
RXFP1 antagonist = qHTS Assay for Antagonists of the Relaxin Receptor RXFP1. Relaxin receptor 1 (Homo sapiens), Q9HBX9. HEK293-RXFP1, relaxin-stimulated cAMP HTRF, 30 min; active compounds read low. activity change, negative = inhibition, % at 57.5 µM. actives 0.59% (n = 350,000). AID 1259400, 2018;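 active means activity change of -60% or lower, but not beyond a set lower limit; inconclusive means change between -60% and -40%, or beyond the set limit; inactive means change above -40%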; further: on the % scale 0 is the no-effect control and ±100 the full control effect
* marks the source's active call; other numbers are inactive results; ? = inconclusive; · = not tested or not shown; & = joins results of further samples; ! = repeats disagree. Unless noted, the call rests on the fitted dose curve; in most records, active means well fitted curve in the direction sought with a large enough effect; inconclusive means small, poorly fitted or top-dose-only effect, or another doubt; inactive means no such curve, though single readings can be large; an effect the other way counts as inactive or inconclusive. Some of the compounds tested; rates above refer to the full screens.

SMILES	GRP78 ERSR act	D1 PAM	RXFP1 ag	D1 agonist	D2 PAM	D1 antag	Vif-APOBEC3F blk	Vif-A3G inh	RXFP1 antagonist
CCOC(=O)c1sc(NC(=O)CSc2nc3ccccc3s2)c(C(=O)OCC)c1C	·	-4	-1.2%	0	7	1	·	·	·
COc1ccc(Nc2nc(N)c([N+](=O)[O-])c(NC3CCCCC3)n2)cc1	-17%	1	1.8%	0	10	37	-3%	-19%	3
O=C(CCc1nc2ccccc2c(=O)[nH]1)N1CCN(c2ccccc2Cl)CC1	-3%	·	·	·	·	·	4%	2%	0
COc1ccc(NC(=O)NN2CCN(C)CC2)cc1OC	-2%	-1	4.9%	1	1	-16	-3%	0%	1
CN1CCN(c2ccccc2NC(=O)COc2ccccc2)CC1	-4%	-2	0.0%	0	-4	14	3%	0%	-5
O=C(NCc1cccnc1)c1ccc(COc2ccccc2Br)o1	0%	-8	1.2%	6	0	-29	-1%	-2%	18
CCOC(=O)C(CCC(=O)O)(CCC(C)C)c1csc(N)n1 (centres undefined)	-7%	1	-0.3%	1	-7	-3	9%	2%	-6
Cc1cc(=O)oc2cc(OCCc3ccccc3)ccc12	5%	-15	0.0%	4	6	10	0%	0%	-1
COC(=O)c1oc2ccccc2c1N	9%	9	1.5%	0	27	-16	-1%	1%	-3
CCOC(=O)C(NCc1ccc(F)cc1)(NC(=O)c1ccccc1)C(F)(F)F (centres undefined)	-5%	0	-0.2%	-3	12	2	-2%	0%	-6
COC(=O)CNC(=O)N1CCN(S(=O)(=O)c2ccc3c(ccn3C)c2)CC1	-3%	0	-0.3%	1	-2	11	5%	-1%	·
COc1ccccc1N1CCN(C(c2ccccc2)c2nnnn2CCc2ccccc2)CC1 (centres undefined)	-6%	-4	-0.1%	-1	4	2	1%	10%	0
Cc1nc2cc3sc(C)nc3cc2s1	3%	-3	0.9%	-1	·	5	12%	3%	16
O=C(Nc1cccc(Cl)c1)c1ccc(NC2=NC3CS(=O)(=O)CC3S2)cc1 (centres undefined)	-1%	-3	0.0%	3	14	-1	3%	-2%	3
CC1=C(C(=O)Nc2cc(-c3cccc(F)c3)[nH]n2)C2(CCCCC2)OC1=O	2%	-4	0.1%	-1	12	6	0%	-9%	·
CC1CCCCC1NC(=O)CCCCCn1c(=S)[nH]c2ccsc2c1=O (centres undefined)	-6%	-8	3.5%	2	7	-11	5%	0%	-73*
COC(=O)c1ccc(Cn2c(O)c(N=NC(N)=S)c3ccccc32)o1	-6%	-2	-1.3%	-1	0	2	?	-1%	-4
C=C(NC(=O)C(=C)NC(=O)c1csc(C2=NC3c4csc(n4)C4NC(=O)c5csc(n5)C([C@@](C)(O)C(C)O)NC(=O)C5CSC(=N5)/C(=C\C)NC(=O)C(C(C)O)NC(=O)c5csc(n5)[C@]3(CC2)NC(=O)C(C)NC(=O)C(=C)NC(=O)C(C)NC(=O)C(C(C)CC)NC2C=Cc3c(C(C)O)cc(nc3C2O)C(=O)OC4C)n1)C(N)=O (some centres undefined)	·	-3	0.1%	5	0	-25	·	·	·
Cc1ccc(C)c(NC(=O)c2cc(-c3cc(C)cc(C)c3O)n[nH]2)c1	-4%	-13	-0.6%	2	1	-18	-11%	-3%	-12
Cc1ccc(N(C(=O)CNC(=O)c2ccco2)C(C(=O)NC2CCCC2)c2ccncc2)cc1 (centres undefined)	-4%	·	1.9%	7	-3	3	0%	-1%	19
COc1ccccc1CNC(=O)Cn1nnc(-c2ccncc2)n1	-4%	0	2.5%	5	18	-8	0%	3%	11
Cc1ccc(NC(=O)c2cn3c4c(ccc(Cl)c4c2=O)OC(C)C3)c(C)c1 (centres undefined)	-3%	1	7.0%	2	-6	10	?	-2%	-5
CN(CC(=O)Nc1ccc(F)c(F)c1F)C(=O)CCCc1nc2ccccc2c(=O)[nH]1	-3%	-1	1.7%	2	2	-10	-13%	-4%	1
CC(=O)Nc1ccc(NC(=O)C(C)Sc2nc3ccccc3c(=O)n2CC2CCCO2)cc1 (centres undefined)	-5%	-7	-0.6%	-1	29	12	2%	1%	-13
CC(C)c1ccc(/C=C/C(=O)N2CCc3ccccc3C2)cc1	4%	-8	1.1%	8	-13	-11	1%	-1%	-10
NNC(=O)COc1cccc(Oc2ccccc2)c1	-3%	-5	3.6%	2	16	-8	0%	-6%	-1
CC1([N+](=O)[O-])COC(C=Cc2ccccc2)OC1 (centres undefined)	4%	·	·	·	·	·	-20%	0%	6
CCc1ccccc1NC(=O)NNS(=O)(=O)c1cc(C)ccc1C	1%	-3	0.6%	4	-2	26	1%	1%	8
O=C(NCc1nnc(SCc2ccc(F)cc2)n1-c1ccccc1)C12CC3CC(CC(C3)C1)C2	-4%	-3	-3.3%	2	1	23	1%	-7%	-18
COc1ccc2cc(C(N)=O)c(=Nc3ccc(C)cc3)oc2c1	2%	5	0.6%	1	·	3	10%	0%	-8
C=CCn1c(=S)[nH]c2sccc2c1=O	-7%	5	16%	1	9	1	-7%	-1%	0
O=C(NCc1ccccc1Cl)NCc1ccccc1Cl	5%	2	0.1%	0	-4	-10	-1%	-2%	5
CC1(C)CC(=O)C2=C(C1)Oc1ncn(CCCn3ccnc3)c(=N)c1C2c1ccccc1 (centres undefined)	1%	-1	1.4%	2	·	10	-13%	1%	7
COc1ccc(C)cc1NC(=O)CN(C)S(=O)(=O)c1ccc2c(c1)c(=O)n(C)c(=O)n2C	-4%&-2%	-2&-2	-0.8%&0.3%	3&2	2&-7	-30*!	2%&0%	0%&4%	10
N#Cc1ccc(NC(=O)COC(=O)CSc2nnc(-c3ccc(Cl)cc3)o2)cc1	-7%	-7	2.3%	10	-1	-37*	-12%	-8%	-4
CCOC(=O)c1c(N)sc(C(=O)N2CCCC2)c1C	-1%	0	0.5%	0	-5	-6	-7%	-3%	-2
CC1=C(C(=O)Nc2cc(Cl)ccc2C)C(c2cccs2)n2ncnc2N1 (centres undefined)	-5%	-3	0.6%	0	-8	-2	4%	0%	·
COc1ccc(CN2CCC(Oc3ccc(C(=O)N4CCCCC4)cc3)CC2)cc1C	0%	-6	2.8%	5	-13	-22	-8%	-2%	-11
CCC(C)N1CC(C(=O)NC2CCCCC2)CC1=O (centres undefined)	-1%	-1	2.5%	0	-6	13	-13%	1%	-10
c1ccc2c(c1)CSc1sccc1C2=C1CCNCC1	-6%	-4	0.4%	15	-18	2	-18%	3%	-14

Reformatted bar-delimited: entries from further up.
SMILES | GRP78 ERSR act | D1 PAM | RXFP1 ag | D1 agonist | D2 PAM | D1 antag | Vif-APOBEC3F blk | Vif-A3G inh | RXFP1 antagonist
CCOC(=O)c1c(N)sc(C(=O)N2CCCC2)c1C | -1% | 0 | 0.5% | 0 | -5 | -6 | -7% | -3% | -2
Cc1ccc(NC(=O)c2cn3c4c(ccc(Cl)c4c2=O)OC(C)C3)c(C)c1 (centres undefined) | -3% | 1 | 7.0% | 2 | -6 | 10 | ? | -2% | -5
COc1ccc(C)cc1NC(=O)CN(C)S(=O)(=O)c1ccc2c(c1)c(=O)n(C)c(=O)n2C | -4%&-2% | -2&-2 | -0.8%&0.3% | 3&2 | 2&-7 | -30*! | 2%&0% | 0%&4% | 10

Next structures:
SMILES	GRP78 ERSR act	D1 PAM	RXFP1 ag	D1 agonist	D2 PAM	D1 antag	Vif-APOBEC3F blk	Vif-A3G inh	RXFP1 antagonist
O=C(c1cccc(Oc2ccccc2)c1)N1CCOCC1	-4%	-4	-0.4%	6	6	-7	-7%	6%	-3
CC(C)Cn1c(SCC(=O)N2CCN(S(=O)(=O)c3ccccc3)CC2)nc2ccccc21	-4%	-5	-0.1%	5	2	7	-3%	2%	-37
O=C(CSc1nc2nccnc2c(=O)n1Cc1cccs1)Nc1ccccc1F	5%	-7	18%	6	11	-6	4%	-8%	3
O=S(=O)(Nc1ccc2c(c1)nc1n2CCOC1)c1ccc(Cl)cc1	-3%	-1	1.2%	3	4	6	-9%	-5%	9
Cc1cc(C(=O)N/N=C/c2cccnc2)n[nH]1	0%	3	6.9%	2	-2	-8	-21%	0%	-18
CCc1nccn1Cc1cc(C=O)ccc1OC	-1%	7	0.6%	8	10	3	10%	-1%	-4
COc1ccc(C(N)c2nccc3cc(OC)c(OC)cc23)cc1OC (centres undefined)	-3%	-2	3.7%	10	-5	-20	-12%	-23%	-2
CCOC(=O)c1sc(NC(=O)CSc2ncccn2)c(C#N)c1C	-1%	1	3.7%	2	14	-5	-11%	0%	-6
Cc1c(C(=O)N(C)C)sc2c1c(=O)n(-c1ccc(Cl)c(Cl)c1)c(=O)n2CC(=O)Nc1cccc(C(F)(F)F)c1	-4%	-1	-0.6%	2	-16	7	1%	2%	-39
CC(=O)N1c2ccc(Cl)cc2C2OCCC2C1c1ccco1 (centres undefined)	-2%	-5	1.4%	0	0	0	4%	-4%	5
Cc1cccc(-c2cc3nc(C)cc(C)n3n2)c1	0%	-3	-1.3%	1	3	3	-1%	0%	-5
CC(=O)OCC(=O)Nc1ccccc1C	0%	-12	3.4%	4	7	-10	2%	13%	2
COc1ccc(N(CC(=O)NCCC(C)C)C(=O)c2snc(C(=O)NC3CCCCC3)c2N)c(OC)c1	-4%	-9	1.9%	7	6	3	-7%	-4%	?
Cc1ccc(NCC(=O)N/N=C\c2ccc[nH]2)cc1	0%	-1	-0.2%	2	-1	9	-17%	3%	-5
CC1=NN(/C(=N\c2nnc(C)s2)Nc2ccc(C(C)(C)C)cc2)[C@H](c2ccc(C)cc2)S1	13%	2	0.4%	1	-9	-6	-11%	0%	-35
COc1cc(OC)c(NC(=O)CC(c2cccs2)N2Cc3ccccc3C2=O)cc1Cl (centres undefined)	-5%	-2	3.9%	5	10	27	1%	8%	·
